Giardia FBPA inh: Giardia lamblia aldolase inhibition; A8B2U2; purified Giardia FBPA; Potency, µM (titrated, usually from 59.6 µM), without a hit: at the highest dose activity, negative = inhibition, most hits filed as inhibitors; 0.71% of 290,000 active; further: potency means the concentration at half of the fitted maximal effect; on the % scale 0 is the no-effect control and ±100 the full control effect; nearly all actives have a fitted effect of over 55% in size
Target sequence (A8B2U2 whole entry, looked up): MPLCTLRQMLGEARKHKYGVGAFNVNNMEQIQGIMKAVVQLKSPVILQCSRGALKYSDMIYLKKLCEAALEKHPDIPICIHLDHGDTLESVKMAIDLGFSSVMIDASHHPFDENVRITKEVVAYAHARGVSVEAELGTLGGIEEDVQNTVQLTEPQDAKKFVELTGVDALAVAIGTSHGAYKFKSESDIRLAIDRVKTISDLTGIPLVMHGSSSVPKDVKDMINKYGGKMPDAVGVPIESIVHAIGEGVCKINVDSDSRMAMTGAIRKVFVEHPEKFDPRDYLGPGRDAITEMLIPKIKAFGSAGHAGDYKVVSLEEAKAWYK
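Giardia FBPA (40 nM reagent) was preincubated 10 min at RT with compound (up to 57.5 uM final), then substrate plus GAPDH/TPI/NAD/arsenate coupling system with diaphorase/resazurin was added; resorufin fluorescence (525/598 nm) was read after 20 min.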
AmpC no deterg: inhibitors of E. coli AmpC beta-lactamase without detergent; Potency, µM (series often up to 57.1 µM), inactives show top-dose activity change, negative = inhibition, hits mostly inhibitors; AID 485341; 0.52% of 330,000 active; P00811; AmpC nitrocefin hydrolysis, absorbance 480 nm, 0.0001% Triton;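 further: potency means the concentration at half of the fitted maximal effect; plate controls were no compound for no effect and no enzyme for full effect; nearly all actives have a fitted effect of over 20% in size; some results filed as inactive show a strong effect at the top dose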
Target sequence (P00811 whole entry, looked up): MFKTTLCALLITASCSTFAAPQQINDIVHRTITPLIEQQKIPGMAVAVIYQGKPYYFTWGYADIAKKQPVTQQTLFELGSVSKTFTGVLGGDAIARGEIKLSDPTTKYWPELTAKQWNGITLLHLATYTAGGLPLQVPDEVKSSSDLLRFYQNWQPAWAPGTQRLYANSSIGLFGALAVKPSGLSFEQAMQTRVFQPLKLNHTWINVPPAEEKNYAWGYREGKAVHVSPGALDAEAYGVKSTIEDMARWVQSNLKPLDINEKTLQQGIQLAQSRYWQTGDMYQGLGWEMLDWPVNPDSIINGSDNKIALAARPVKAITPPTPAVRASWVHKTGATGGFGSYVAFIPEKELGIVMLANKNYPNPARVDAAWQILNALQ
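20 mM phosphate pH 7.0 + 0.01% (detergent screen) or 0.0001% Triton X-100; 5.3 nM AmpC reagent; cpd preinc 15 min RT; nitrocefin (800 uM stock) to start; A480 q20 s × 4 min; Activity was normalised to no-enzyme and no-compound control wells.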
HCMV antiviral: inhibitors of human cytomegalovirus | AID 1259415 | 4.5% of 410,000 active | HFF cells, HCMV-luciferase reporter, 72 h; stronger effect = lower value | activity change, negative = inhibition, % at 57.5 µM; in the data active means activity change below about -60%; inconclusive means no clear call, values can overlap the other calls; inactive means above about -39%; further: on the % scale 0 is the no-effect control and ±100 the full control effect
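After 16 h attachment at 37C, HFF cells received test compound and HCMV-luciferase (1 PFU/cell); reporter luminescence read 72 h later, data normalized against buffer-only and known inhibitor Salinomycin.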
Shiga toxin inh: inhibitors of Shiga toxin in Vero cells; Vero cells, Shiga toxin protein synthesis inhibition reporter; inhibition, % at 38.7 µM; 9.2% of 290,000 active; in the data active means inhibition mostly above about 28%, no sharp cut-off; inactive means mostly below about 43%; further: 0% is about no effect
AmpC detergent: AmpC beta-lactamase inhibition with detergent present; P00811; AmpC hydrolysis of nitrocefin, absorbance 480 nm, 0.01% Triton; Potency, µM (doses to about 114 µM), without a hit: at the highest dose activity change, negative = inhibition, most hits filed as inhibitors; 0.041% of 370,000 active;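 further: potency means the concentration at half of the fitted maximal effect; 0% = no-compound wells and -100% = no-enzyme wells; nearly all actives have a fitted effect of over 25% in size; some results filed as inactive show a strong effect at the top dose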
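AmpC (5.3 nM in the dispensed reagent) in 20 mM phosphate pH 7.0 with 0.01% (detergent screen) or 0.0001% Triton X-100 was preincubated with compounds for 15 min at room temperature. Nitrocefin was then added from an 800 uM solution, and hydrolysis was followed at 480 nm.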
CHX counter: counter-screen hit for Shiga toxin inhibitors, cycloheximide; cell reporter, cycloheximide protein synthesis inhibition counterscreen; max response, %; 12% of 300,000 active; in the data active means max response mostly above about 13%, no sharp cut-off; inactive means mostly below about 14%; further: read at 38.3 µM for the half of the compounds with a filed dose; 0% is about no effect
AMA1 RON2 block: inhibitors of Plasmodium falciparum AMA1-RON2 interaction. Potency, µM (doses to about 58.2 µM), for the others: top-dose activity change, negative = inhibition, most hits filed as inhibitors. AlphaScreen AMA1-biotinylated RON2 peptide binding. 0.2% of 360,000 active;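 further: potency means the concentration at half of the fitted maximal effect; 0% = vehicle wells and -100% = peptide control; nearly all actives have a fitted effect of over 45% in size; some results filed as inactive show a strong effect at the top dose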
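AMA1 (3D7) with his tag at 25 nM final met compounds first, then biotinylated RON2 peptide at 25 nM; detection used donor plus acceptor beads, 10 µg/mL apiece, read by AlphaScreen after 30 min at room temperature.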
* = called active by the depositor; ? = inconclusive; · = no result given; & = joins results of further samples; [ ] = another dose, or the depositor's remark. Unless noted, the call rests on the fitted dose curve; in most records, active means well fitted curve in the direction sought with a large enough effect; inconclusive means small, poorly fitted or top-dose-only effect, or another doubt; inactive means no such curve, though single readings can be large; an effect the other way counts as inactive or inconclusive.

Below each SMILES: HCMV antiviral, Shiga toxin inh, AmpC no deterg, CHX counter, AmpC detergent, AMA1 RON2 block, Giardia FBPA inh
> O=C(NCCS(=O)(=O)NCc1cccnc1)c1ccccc1
→ -4.6, ·, -7.4%, ·, ?, 23.5%, ·
> CC(C)NC(=O)C1CCCN(c2nnc(-n3cccc3)s2)C1 (stereo unspecified)
→ -3.0, -8.2, -7.7%, -0.4, ?, 3.4%, 0.1%
> O=C(COc1ccc(Cl)cc1Cl)NC(=O)NC1CCCC1
→ 10.8, ·, -18.6%, ·, -8.5%, -3.9%, ·
> COc1ccc(-c2cc3c(=O)n(CC(=O)Nc4cccc(Cl)c4)ncn3n2)cc1
→ 0.0, 20.0, -18.1%, 2.5, -6.2%, -19.3%, ·
> CC1(c2ccc3ccccc3c2)NC(=O)N(CC(=O)N2CCN(S(=O)(=O)c3ccccc3F)CC2)C1=O (stereo unspecified)
→ ?, -13.6, 94.0%[activator], -2.2, -0.1%, -6.0%, ·
> CC(=O)CSc1nc2cc3c(cc2cc1C#N)OCCO3
→ -0.9, 32.0, -18.1%, 13.6, 2.8%, 20.4%, ?
> CC(C)(C)NC(=O)COc1ccc(-c2ccccc2)cc1
→ 6.5, 86.3*, 20.0%, 29.9*, 3.2%, 7.9%, 2.9%
> O=C(COc1ccccc1F)N1N=C(c2cccs2)CC1c1ccco1 (stereo unspecified)
→ -24.1, ·, -15.5%, ·, 6.1%, -27.4%, ·
> Cc1ccc(SCC(=O)NCC2CCCO2)cc1 (stereo unspecified)
→ -93.4*, 28.3, -1.3%, 13.2, -4.5%, -2.8%, -0.6%
> CCN(CC(=O)NCc1ccc(Cl)cc1)C(=O)CN1C(=O)NC(CC)(c2ccccc2)C1=O (stereo unspecified)
→ 34.4, -11.8, 173.3%[activator], -2.6, 0.0%, -3.9%, ·
> CCN(CC)S(=O)(=O)c1cccc(C(=O)NCC(c2ccccc2)N(C)C)c1 (stereo unspecified)
→ 25.2, -1.3, -6.5%, 6.8, -11.1%, -5.6%, 5.2%
> Nc1ccccc1NC(=O)c1ccccc1
→ 44.8, 25.7, -4.7%, 10.6, ?, -5.4%, 11.4%
> O=C(COC(=O)c1ccccc1C(=O)c1ccc(Cl)c([N+](=O)[O-])c1)NC1CCCCCC1
→ ·, -10.7, -4.8%, -2.6, -9.9%, -7.5%, -2.6%
> CCCCC(=O)Nc1nn(CC)c2nc3c(C)cccc3cc12
→ ?, -5.0, -12.2%, -2.5, -19.5%, 24.1%, -2.0%
> O=C(OCC(=O)N1CCOCC1)c1cc(F)c(F)cc1Cl
→ -26.6, 1.4, -2.5%, -3.4, 7.4%, -2.6%, ·
> COn1c(SCc2cccc(Cl)c2)nc2ccccc2c1=O
→ ?, 17.2, 9.5%, -3.3, 3.8%, 8.8%, 0.7%
> C=CCNC(=S)NNC(=O)c1csc(C)c1CC
→ 9.5, -5.4, -8.3%, -2.7, -0.4%, 32.9%[activator], -7.9%
> COC(=O)C(Cc1ccc(OC(=O)c2ccccc2Cl)cc1)N1Cc2ccccc2C1=O (stereo unspecified)
→ 159.2, 38.1, 29.6%, 21.9*, -12.9%, 7.3%, -3.4%
> Cc1cc(C)cc(N(CC(=O)Nc2ccccc2-c2ccccc2)S(=O)(=O)c2ccccc2)c1
→ -22.2, -7.1, -15.2%, 8.1, -4.2%, -0.9%, 11.0%
> O=C(O)c1cc(-c2ccc(Cl)c(Cl)c2)n(-c2ccccc2)n1
→ -0.1, 2.0, -22.7%, -4.8, -2.2%, 28.0%, -11.6%
> O=C(NCc1ccncc1)c1c(F)c(F)c(F)c(F)c1F
→ 32.3, -5.1, -10.9%, -3.1, -15.3%, 10.5%, -1.6%
> COC(=O)c1cc2nc(-c3ccc(C)cc3)cc(C(F)(F)F)n2n1
→ 11.8, -10.3, -4.9%, 1.8, -2.0%, -1.0%, 6.8%
> CC(C)(CNC(=O)c1sc2cc(Cl)ccc2c1Cl)N1CCOCC1
→ ?, ·, 23.3%, ·, -15.7%, -16.5%, ·
> O=C(Nc1cccc(Cl)c1Cl)c1snnc1-c1ccccc1
→ -10.0, 2.8, -35.7%, 6.0, 8.6%, 9.7%, 1.2%
> COc1ccc(S(=O)(=O)N2CCC(NC(=O)OCc3c(Cl)cccc3Cl)CC2)cc1
→ 9.7, 3.4, -40.8%, -2.4, -1.0%, -7.9%, 0.1%
> COc1ccc(NC(=O)C(c2ccc(C)cc2)N(C)C(=O)CC2NC(=O)NC2=O)cc1 (stereo unspecified)
→ -34.0, 8.0, -4.8%, -0.6, -3.2%, 20.9%, 7.7%
> CC(C#Cc1ccc2c(c1)COc1c3ccccc3nn1-2)OC(C)(C)C (stereo unspecified)
→ -32.4, ·, -11.4%, ·, ?, -4.5%, ·
> O=C(NCC(=O)N(Cc1ccccc1)C(C(=O)NCC1CCCO1)c1ccccc1)c1cccs1 (stereo unspecified)
→ -2.3, -4.6, ?, -3.9, 0.8%, -8.6%, 2.0%
> COC(=O)Cc1[nH]n(-c2ccccc2)c(=O)c1C=Nc1ccc(C)cc1
→ ?, 8.9, -3.6%, 8.3, -2.0%, 19.7%, -1.7%
> COc1cc(C(C)=O)ccc1OCc1nnc(-c2ccccc2Br)o1
→ 27.9, 60.4*, -0.3%, 16.5*, -4.0%, -2.2%, 7.8%
> Cn1c(SCc2ccccc2)nnc1-c1ccco1
→ 21.2, 82.4*, -20.7%, 40.8*, ?, 7.7%, 1.6%
> CCOC(=O)Cc1nnc2c(Nc3ccc(Cl)cc3)nc3nonc3n12
→ -73.5*, -5.1, -26.7%, -1.2, 0.0%, 42.3%[activator], -5.3%
> O=C(Nc1cccc(O)c1)c1ccc(NC(=O)C2CCCO2)cc1 (stereo unspecified)
→ 104.0, 110.0*, -33.0%, 47.4*, -2.9%, 10.1%, 3.1%
> Nc1ccccc1C(=O)Nc1ccc(Cl)cc1Cl
→ 58.4, 126.9*, -55.6%, 33.5*, -2.4%, 1.1%, -13.4%
> Cc1nc2ccc(NC(=O)NCc3ccco3)cc2s1
→ 67.6, 56.1*, -37.2%, 42.8*, -0.7%, -2.7%, -1.6%
> C[C@]12CC[C@H](O)CC1=CCC1C2CC[C@@]2(C)C1C[C@@H]1CC(=O)O[C@@H]12 (stereo partly specified)
→ -15.1, ·, -15.7%, ·, ·, -0.3%, ·
> Cc1nnc(Oc2ccc([N+](=O)[O-])cc2)c2ccccc12
→ -96.4*, 30.0, -4.3%, 11.1, -2.3%, -1.5%, -3.1%
> O=C(NN1CCOCC1)c1cc(-c2ccc(Cl)c(Cl)c2)nc2ccccc12
→ -18.1, -2.7, -19.7%, -4.5, -9.3%, -24.4%, -0.4%
> O=Cc1c(C(=O)O)n(Cc2ccc(Cl)cc2)c2ccccc12
→ -14.1, -15.6, -16.1%, -1.9, ?, -7.9%[2.32 µM], 15.2%
> O=C(NCc1ccco1)C1CCN(S(=O)(=O)c2ccc(-n3cnnn3)cc2)CC1
→ ?, -4.6, -11.7%, 1.5, ?, 4.6%, 8.4%
> Cc1cc(CC(=O)O)n(C)c1C(=O)c1ccc(Cl)cc1
→ 0.0, 4.2, -4.2%, 9.5, 2.8%, 0.0%, ?
> Cc1cc(C)cc(C(=O)NCC(=O)N2CCC(C(N)=O)CC2)c1
→ -4.5, ·, -4.1%, ·, ·, 2.5%, ·
> CC(C)(C)c1ccc(C(=O)C2CCCN(C(=O)c3ccccn3)C2)cc1 (stereo unspecified)
→ -35.0, 11.5, 167.5%[activator], 1.6, -6.7%, 11.5%, 1.5%
> CCn1c(=O)n(CCc2ccccc2)c(=O)c2c3c(sc21)CCCC3
→ -5.6, -14.0, -26.3%, -2.4, ?, 1.9%, 1.4%
> CC(C)NS(=O)(=O)c1ccc(CCC(=O)NCc2ccccn2)cc1
→ -18.9, ·, -4.7%, -2.6, -11.5%, 19.7%, -0.9%
> Cc1ccc(C(=O)CSc2n[nH]c(C)n2)cc1
→ 31.0, 85.9*, -10.4%, 29.9*, ?, 16.9%, ?
> O=C(N/N=C/c1c(-c2ccccc2)[nH]c2ccccc12)c1cccnc1
→ 86.9, 64.6*, 3.1%[2.29 µM], 26.6*, ?, 33.2%[activator], -3.3%
> Cn1c(=O)n(CC(=O)NCC2CCCO2)c(=O)c2c3c(sc21)CCCC3 (stereo unspecified)
→ -5.9, -8.3, -4.6%, -2.1, -0.2%, 0.0%, ·
> COc1cccc(C(=O)Oc2ccc3ccc(O)cc3c2)c1
→ ·, ·, -46.7%, 38.5*, -8.8%, -2.4%, 3.0%
> O=C(NCc1n[nH]c(=S)n1-c1ccc(F)cc1)c1ccc(S(=O)(=O)N2CCOCC2)cc1
→ -23.5, -7.5, -16.1%, 4.4, 3.6%, 18.6%, -0.5%
> CC(C)CCOP(=O)(c1ccc(N(C)C)cc1)C(O)c1ccc(N(C)C)cc1 (stereo unspecified)
→ -9.9, -7.2, 85.0%[activator], -3.8, -0.6%, -0.8%, 12.0%
> COc1ccc(C(=O)C[n+]2cccc(C)c2)cc1
→ -32.2, 34.6, -30.5%, 7.5, -3.3%, 1.8%, -23.3%
> O=C(NCC(c1cccnc1)N1CCOCC1)c1cccc(Cl)c1 (stereo unspecified)
→ 17.1, -4.5, 85.4%[activator], -2.4, -2.1%, 0.0%, 3.8%
> CCOC(=O)c1c(CSc2ccsc2)n(C)c2cc(Br)c(O)c(CN(C)C)c12
→ -6.5, 0.3, 24.6%, -3.1, -1.2%, -1.2%, -6.2%
> COc1ccc(CN2C(=O)c3oc4ccccc4c(=O)c3C2c2ccc(O)c(OC)c2)cc1 (stereo unspecified)
→ -15.6&-11.7, 5.8, 1.7%, -2.4, 1.8%&13.8%, 8.0%, 6.2%
> Fc1ccccc1Oc1nc(-c2ccncc2)nc2ccccc12
→ -33.4, 2.6, -12.7%, -2.5, -8.8%, 4.3%, 3.4%
> Cc1ccc(S(=O)(=O)NCCC(=O)NCC(c2cccs2)N2CCOCC2)cc1 (stereo unspecified)
→ -7.6, ·, -12.1%, ·, ?, -5.9%, ·
> COc1ccccc1NC(=S)NC(=O)CC(C)C
→ -7.3, -7.7, -21.5%, -1.2, -0.9%, 0.8%, 3.8%

Reformatted as labelled records: part of the list above.
> C[C@]12CC[C@H](O)CC1=CCC1C2CC[C@@]2(C)C1C[C@@H]1CC(=O)O[C@@H]12 (stereo partly specified)
  HCMV antiviral: -15.1
  Shiga toxin inh: ·
  AmpC no deterg: -15.7%
  CHX counter: ·
  AmpC detergent: ·
  AMA1 RON2 block: -0.3%
  Giardia FBPA inh: ·
> CCn1c(=O)n(CCc2ccccc2)c(=O)c2c3c(sc21)CCCC3
  HCMV antiviral: -5.6
  Shiga toxin inh: -14.0
  AmpC no deterg: -26.3%
  CHX counter: -2.4
  AmpC detergent: ?
  AMA1 RON2 block: 1.9%
  Giardia FBPA inh: 1.4%
> O=C(Nc1cccc(O)c1)c1ccc(NC(=O)C2CCCO2)cc1 (stereo unspecified)
  HCMV antiviral: 104.0
  Shiga toxin inh: 110.0*
  AmpC no deterg: -33.0%
  CHX counter: 47.4*
  AmpC detergent: -2.9%
  AMA1 RON2 block: 10.1%
  Giardia FBPA inh: 3.1%

Compound activity as filed in PubChem BioAssay.
